Yeast growth inh = chemicals that inhibit yeast BB579 growth in restrictive medium (lifespan-shortening candidates); AID 804; hit rate 0.51% among 140,000; S. cerevisiae BB579 growth, OD615, 48 h; inhibition, % at 10 µM;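 active = inhibition above a set limit, 3 SD over the mean compound inhibition, cut at about 44% in these data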; also: inactives centre near -24
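test system = yeast BB579 (DeaD) | buffer or medium = restrictive CSMM-D medium | doses = single compound dose of 10 µM, 0.25% DMSO final | times = 4 h preincubation and 48 h exposure at 30 °C | technique = culture absorbance at 615 nm | benchmarks = amphotericin B 10 µg/mL, positive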
Measles CPE = protection of cells from measles virus; protection (pct of control), % at 4 µM; Measles virus-infected cells, CPE protection, absorbance; hit rate 1.5% among 140,000; in the data active = protection mostly above about 24%, no sharp cut-off; inactive = mostly below about 26%; also: some compounds called inactive have numbers as strong as hits
GALR2 antag = GALR2 (human) receptor antagonism | O43603 | GALR2-expressing cells, antagonist mode | inhibition, % at 4 µM | hit rate 0.39% among 140,000 | AID 828; in the data active = inhibition above about 27%;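 also: cells stimulated with galanin 1-16 at roughly its EC80; 0% = agonist challenge control and 100% = basal control without agonist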
Target sequence (O43603 whole entry, looked up): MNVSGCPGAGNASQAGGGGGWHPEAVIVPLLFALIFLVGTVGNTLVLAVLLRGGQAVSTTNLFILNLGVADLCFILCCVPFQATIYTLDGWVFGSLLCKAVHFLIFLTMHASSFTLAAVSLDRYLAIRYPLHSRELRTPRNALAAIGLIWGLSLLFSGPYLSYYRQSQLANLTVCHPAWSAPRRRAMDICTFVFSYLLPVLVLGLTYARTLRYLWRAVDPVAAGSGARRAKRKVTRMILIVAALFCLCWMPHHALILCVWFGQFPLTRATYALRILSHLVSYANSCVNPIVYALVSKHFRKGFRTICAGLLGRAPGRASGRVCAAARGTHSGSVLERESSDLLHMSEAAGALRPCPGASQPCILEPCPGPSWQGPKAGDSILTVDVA
NPY-Y2 antag = blocks the human neuropeptide Y Y2 receptor; P49146; NPY-Y2 expressing cells, antagonist mode; inhibition, % at 2.7 µM; hit rate 0.99% among 140,000; AID 793; in the data active = inhibition above about 17%;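 also: 0% = vehicle with agonist challenge and 100% = reference antagonist with challenge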
Target sequence (P49146 whole entry, looked up): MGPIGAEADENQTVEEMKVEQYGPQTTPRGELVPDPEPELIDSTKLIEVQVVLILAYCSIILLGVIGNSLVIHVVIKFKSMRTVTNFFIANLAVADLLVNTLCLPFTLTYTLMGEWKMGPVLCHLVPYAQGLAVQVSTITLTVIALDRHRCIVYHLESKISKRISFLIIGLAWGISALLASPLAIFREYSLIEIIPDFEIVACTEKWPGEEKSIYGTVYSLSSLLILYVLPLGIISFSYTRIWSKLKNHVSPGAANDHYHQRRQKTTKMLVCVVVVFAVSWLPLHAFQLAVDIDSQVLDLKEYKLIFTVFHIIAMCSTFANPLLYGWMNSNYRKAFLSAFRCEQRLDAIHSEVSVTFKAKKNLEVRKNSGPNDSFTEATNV
HCT116 PTEN-null = growth suppressors of cells with PTEN tumor suppressor deletion | AID 827 | hit rate 1.2% among 140,000 | HCT116 PTEN-null viability, CellTiter-Glo, 60 h; stronger effect = lower value | viability, % at 10 µM;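 active = viability at or below a set limit, 4 SD under the median of all tested compounds, cut at about 3.7% in these data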;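 also: PTEN knockout HCT116 line with beta catenin targeted HCT116 as companion control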
Yeast life ext = extends the lifespan of yeast. S. cerevisiae growth with nicotinamide, OD615; deaD strain in restrictive glucose medium. inhibition of the nicotinamide effect, % at 10 µM. hit rate 0.68% among 130,000. AID 775;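 active = inhibition above a set limit, placed 3 SD over the median of all compounds, cut at about 26% in these data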;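 also: 0% = nicotinamide-treated wells and 100% = cells grown without nicotinamide; some compounds called inactive have numbers as strong as hits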
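assay system = DeaD-strain S. cerevisiae | measured by = absorbance at 615 nm | probe or stimulus = nicotinamide 1.5 mM | buffer or medium = CSMM-D glucose medium, restrictive | times = 48 h at 30 °C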
bCat KO growth = beta-catenin-lacking colon tumor cell growth suppression | HCT116 beta-catenin knockout viability, CellTiter-Glo, 60 h; stronger effect = lower value | viability, % at 10 µM | hit rate 1.5% among 140,000 | AID 818;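 active = viability at or under a set limit, the compound median less 4 SD, cut at about 6% in these data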;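 also: 0% = Hyamine 1622 control at 20 µM and 100% = untreated cell control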
E-sel TNF inh = TNF alpha driven E-selectin expression inhibition. HUVEC TNFa-induced E-selectin immunofluorescence, high content. inhibition, % at 2 µM. hit rate 0.71% among 120,000;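 active = inhibition above the batch mean plus 3 SD, and confirmed as a hit on visual image review, cut at about 43% in these data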;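 also: 0% = TNF-stimulated DMSO wells and 100% = unstimulated control wells; not every result past the cut was called active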
MRP1 act = activators of MRP-1; H69AR cells + doxorubicin, viability rescue, CellTiter-Glo; viability increase, % at 10 µM; hit rate 0.61% among 140,000; AID 799;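 active = viability gain under doxorubicin at or above a set limit, the compound median plus 3 SD, cut at about 4.7% in these data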;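 also: MRP-1 overexpressing cells given doxorubicin 25 µM after compound pretreatment; 18-22 h compound pretreatment then 72 h with doxorubicin before readout; 0% = doxorubicin-only wells and 100% = vehicle-treated cells without doxorubicin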
Phagocytosis inh = inhibitors of macrophage phagocytosis. inhibition, % at 5 µM. AID 1029. hit rate 0.07% among 110,000. J774A.1 macrophage IgG-bead phagocytosis, imaging;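 active = inhibition above the mean of the plate negative controls plus 5 SD, cut at about 13% in these data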;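 also: phagocytic index as fraction of beads internalized from green versus red external bead signal; plate controls were DMSO negative control for no effect and cytochalasin-D positive control for full effect; some results beyond the cut were filed as inactive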
The depositor's hits bear a star; / = not tested or not shown; & = joins results of further samples. Rows were taken by chance. About 6.1% of those tested had a hit in this group.

SMILES	Yeast growth inh	Measles CPE	GALR2 antag	NPY-Y2 antag	HCT116 PTEN-null	Yeast life ext	bCat KO growth	E-sel TNF inh	MRP1 act	Phagocytosis inh
CCOP(=O)(OCC)/C(=N/OC(=O)c1ccccc1C)C(N)=O	-34	7	9	6	100	3	99	7	0.3	-1
O=C(O)Cn1cccc1C(=O)c1ccccc1	-11	5	3	-1	90	-11	85	-17	-2.2	/
COc1ccccc1NC(=S)NNC(=O)c1nn(C)cc1Cl	-16	4	2	1	101	-13	113	3	-1.1	-2
Cc1cc(-c2sccc2C)nc(-n2cccc2)n1	-19	2	8	3	82	-12	90	30	-3.7	/
COc1cccc(C(=O)NC(C)c2ccc(Br)cc2)c1 (stereo not given)	-20	3	7	3	95	6	99	/	-3.2	-2
COc1cc(C2C(C#N)=C(N)N(Nc3ccccc3)C3=C2C(=O)CC(C)(C)C3)ccc1OCc1ccccc1 (stereo not given)	-25	7	-16	-4	29	-3	48	-26	-5.2	3
CCOc1ccc(CCNc2nc3c(c(=O)n(C)c(=O)n3C)n2CC)cc1OCC	-13	16	-2	0	79	-6	81	-2	-0.3	/
C=CCCCCCCCCc1nc(=S)[nH][nH]1	-2	16	-3	5	101	-8	110	3	-0.5	-1
CCNC(=O)Cc1ccc(NS(=O)(=O)c2ccc(F)cc2)cc1	-6	9	-6	0	83	0	82	/	-2.8	0
Cc1csc(-c2cnn(-c3ccccc3)c2NC(=O)c2cccc(C(F)(F)F)c2)n1	-18	22*	0	13	58	-21	65	/	-1.9	-1
CCOC(=O)c1c(C)c(-c2ccccc2)n(CC(=O)N2CCCC2)c1C	-24	4	3	7	90	5	81	10	-2.6	-1
O=C(Cn1cnc2ccccc2c1=O)c1ccc2c(c1)OCCO2	-15	5	-3	1	97	47	100	-4	-1.1	-2
Cc1cc(NS(=O)(=O)c2ccc(NC(NC(=O)C(C(F)(F)F)C(F)(F)F)(C(F)(F)F)C(F)(F)F)cc2)no1	-22	1	-1	2	94	/	91	-14	-2.0	/
N#CC1=C(N)C(C#N)(C#N)[C@H](c2ccoc2)[C@H]2CN(Cc3ccccc3)CC=C12	-15	12	-15	0	85	-15	89	-13	-1.9	5
CCc1nnc(NC(=O)C2Cc3ccccc3CN2S(=O)(=O)c2c(C)c(C)cc(C)c2C)s1 (stereo not given)	-10	13	1	2	85	-10	94	-7	-1.4	-1
CN(CCc1ccccn1)C(=O)Nc1ccc(Cl)cc1	-21	21	-23	5	111	-22	106	10	-1.5	2
Cc1cccc(NC(=O)Nc2ccc(C)c(C)c2)n1	-31	4	10	-1	92	-14	87	15	-0.7	0
CC(=O)c1cccc(NC(=O)C(OC(=O)/C=C/c2ccc3c(c2)OCO3)c2ccccc2)c1 (stereo not given)	-40	4	5	1	88	-15	96	-24	-0.3	-1
COc1ccc(Oc2ncnc3c2ncn3Cc2ccccc2)cc1	21	18	-6	1	108	-3	99	15	-0.1	0
O=C(Nc1ccc2c(c1)nc1n2CCN(Cc2ccccc2)C1)c1cccs1	-36	2	-24	-1	102	33	106	6	-1.2	/
O=C(Nc1ccccc1)c1ccc(NC2CCCCC2)c(S(=O)(=O)N2CCOCC2)c1	-46	18	-11	4	84	-10	74	-23	0.5	0
CCOC(=O)c1cnc2ccc(OCC)cc2c1NCc1ccccc1OC	-24	14	-8	49*	36	-3	22	0	-2.4	-6
CCOC(=O)CC(=O)Nc1ccccc1C(=O)O	-34	10	4	4	109	-7	106	/	1.2	/
CCOc1cccc(/C(O)=C2/C(=O)C(=O)N(CCOC)C2c2ccncc2)c1 (stereo not given)	-32	12	-2	4	103	-4	97	/	-1.2	-2
COc1ccc(/C=N/Nc2nonc2N)cc1OC	-16	4	15	3	94	/	102	-2	0.1	/
CCN1CCN(C(=O)CS(=O)Cc2nc(-c3ccc(OC)cc3)oc2C)CC1 (stereo not given)	-16	22	0	2	95	-9	89	/	0.1	/
C=CCOc1ccc(CNn2cn[nH]c2=S)cc1OC	-57	14	-1	2	98	0	97	37	-0.6	0
CCc1c(C)nc(N)nc1OCC(F)(F)C(F)F	-30	11	-1	-1	90	-1	88	/	-0.6	0
COc1ccc2c(c1)c(=O)oc1cc(OCC(=O)N3CCc4ccccc4C3)ccc12	-51	2	-13	0	84	-6	90	/	-4.3	0
O=C(NCc1cccs1)Nc1cccs1	-23	4	6	3	104	-10	91	/	-2.5	1
CCOC(=O)c1ccc(N2C(=O)CC(N3CCN(C/C=C/c4ccccc4)CC3)C2=O)cc1 (stereo not given)	-19	12	-9	3	89	-17	93	-6	-0.8	0
Cc1ccc(S(=O)(=O)N2CCC(C(=O)NCCc3ccc(S(N)(=O)=O)cc3)CC2)cc1	-31	16	4	1	97	-14	95	-27	-0.6	-1
CN(C)S(=O)(=O)n1cnc2ccccc21	-27	2	0	4	106	-13	104	-18	-1.4	3
O=C(CSc1nccn1Cc1ccccc1)NCc1ccccc1	-29	8	-8	3	108	-5	97	7	0.1	/
CCOC(=O)N1CCN(C(=O)C2CCN(S(=O)(=O)N3CCCC3)CC2)CC1	11	3	-7	2	92	-13	98	/	-0.4	/
C=CCNCCOCCSc1ccc(Cl)cc1	-23	9	-4	4	79	5	81	3	-1.0	-5
O=C(C1=NN(c2ccccc2)C2C(=O)N(c3ccccc3Cl)C(=O)C12)c1ccccc1 (stereo not given)	-28	22	29*	1	105	2	95	/	3.8	-3
N#CC1=C(N)Oc2c(ccc3cccnc23)C1c1cccnc1 (stereo not given)	-26	5	17	6	4	-7	4.5*	/	-5.1	/
COCc1cc(=O)[nH]c(/N=C(\N)Nc2ccccc2C)n1	-10	12	-7	2	93	23	101	-10	-1.9	-1
CCC(C)[C@H](NC(=O)Nc1cccc(Br)c1)C(=O)OC (stereo not given in full)	-48	4	-2	1	91	9	105	/	0.7	-10
COc1cc(NS(=O)(=O)c2ccc(F)cc2)c(OC)cc1NC(C)=O	-12	6	4	0	109	-16	97	9	0.6	-1
Cc1cccc(C)c1NC(=O)C(c1ccccc1)N1CCN(C(=O)c2ccco2)CC1 (stereo not given)	-36	2	2	3	88	1	92	-4	-2.7	-4
Cc1ccc(Cn2nnc3c(=O)n(CC(=O)OCc4ccccc4)cnc32)cc1	-30	12	-5	5	93	/	91	-29	-2.2	/
CCc1cccc(CC)c1-n1c(SCC(=O)N2CCc3ccccc3C2)nnc1-c1cccnc1	-39	8	-3	10	73	7	66	-37	-4.0	0
CC(C)NC(=O)CN1C(=O)C(=O)c2ccccc21	-6	24	-11	0	87	/	103	33	-3.3	/
C=CCOc1ccccc1/C=C/C(=O)O	-46	8	6	5	100	-14	119	4	-1.6	-3
O=C(COc1ccc(S(=O)(=O)NC2CCCCC2)cc1)N1CCN(c2ccc(F)cc2)CC1	11	33	-1	0	79	-7	81	14	-1.8	0
CC(C)N(Cc1nc(-c2ccccc2)no1)C(=O)CN1C(=O)c2ccccc2C1=O	-6	11	7	2	84	-4	87	14	-2.4	/
CCOC(=O)Cn1nnc(-c2cccc(OC)c2)n1	-65	16	4	5	105	-9	102	0	-0.8	-3
O=C(c1ccc([N+](=O)[O-])s1)N1CCN(c2cccc(Cl)c2)CC1	-10	28	13	1	37	9	46	9	-3.8	-11
Cc1ccc2nc(NC(=O)COC(=O)c3ccc(Br)o3)sc2c1	-27	3	8	9	87	-27	88	5	-3.2	/
CCCCNS(=O)(=O)c1ccc(OC)cc1	-4	14	-2	2	94	-7	94	-4	-1.1	-1
O=[N+]([O-])c1ccc(N2CCCC2)cc1NCc1ccccc1	-29	7	-4	13	98	-19	95	0	-1.1	/
O=C(c1cccs1)N1CCN(C(=O)c2ccco2)c2ccccc2C1	-4	7	-5	0	100	-2	97	1	-0.5	-2
CCOC(OCC)P(=O)(c1ccccc1)c1ccccc1	-27	56	-6	6	88	-8	89	-17	-0.8	3
CCCCCCS(=O)Cc1ccccc1 (stereo not given)	-34	35*	12	5	99	-6	102	/	0.8	-3
Cn1nnnc1P(=O)(c1ccccc1)c1ccccc1	-19	3	-4	0	94	-4	90	/	-1.3	0
COc1ccc(C)cc1-n1nnnc1SCC(=O)NNC(=O)c1ccc([N+](=O)[O-])cc1	-23	5	7	2	95	3	85	/	0.9	-17
CC(C(=O)O)N1C(=O)C2C3CC(C2C1=O)C1C(c2ccccc2)c2sc(=O)[nH]c2SC31 (stereo not given)	-17	5	-9	3	98	2	93	/	-2.0	-9
COc1ccc(CNC(=O)c2ccc(-c3ccccc3)cc2)cc1	-60	11	-2	7	96	-7	102	-59	-0.7	0

Some of the entries above, reformatted:
compound,Yeast growth inh,Measles CPE,GALR2 antag,NPY-Y2 antag,HCT116 PTEN-null,Yeast life ext,bCat KO growth,E-sel TNF inh,MRP1 act,Phagocytosis inh
Cc1ccc2nc(NC(=O)COC(=O)c3ccc(Br)o3)sc2c1,-27,3,8,9,87,-27,88,5,-3.2,/
CCCCNS(=O)(=O)c1ccc(OC)cc1,-4,14,-2,2,94,-7,94,-4,-1.1,-1

The list goes on.
SMILES	Yeast growth inh	Measles CPE	GALR2 antag	NPY-Y2 antag	HCT116 PTEN-null	Yeast life ext	bCat KO growth	E-sel TNF inh	MRP1 act	Phagocytosis inh
Cc1cccc(-n2ncc3c(NCc4cccs4)ncnc32)c1	-35	5	2	1	66	-26	76	5	-1.2	2
CCNc1nc(NC(C)C)nc(OCCOC(=O)Nc2ccccc2)n1	3	12	1	3	94	/	90	6	-2.6	/
CCC(=O)Nc1ccc2nc(SCC(=O)N3CCCC3)sc2c1	-9	7	-7	2	106	-25	101	-25	-2.6	-2
COc1cc(C(=O)Oc2cccc(C)c2)cc(OC)c1OC	-25	7	8	4	102	-5	95	-16	-1.8	-2
COC(=O)Cn1ncn2c(cc3oc(C)cc32)c1=O	-32	7	2	4	94	-14	91	49	-0.3	-2
Cc1cc(C)n2cc(CSCc3ccco3)nc2n1	9	5	10	-1	95	-3	97	-23	-2.2	-1
COc1cccc(N2CCN(Cc3nc(N)nc(Nc4ccccc4)n3)CC2)c1	-35	13	-5	2	93	7	79	3	-1.5	-2
CC1CCCCC1NC(=O)/C(C#N)=C/c1ccc(OCC(N)=O)cc1 (stereo not given)	18	22	5	0	84	-1	85	/	-3.2	-4
CCOc1ccc(OCc2ccc(C(=O)N3CCCC3)o2)cc1	-37	1	1	4	86	-8	91	-1	-1.2	-1
O=C(NCCO)c1ccc2nc(-c3ccco3)c(-c3ccco3)nc2c1	-47	5	6	1	95&90	2	90	4	-0.9	0
COc1ccc(S(=O)(=O)Nc2ccc3c(c2)OCO3)cc1C	-6	7	-2	3	86	-9	80	12	-3.3	-2
CN(CCC#N)C(=O)CSc1nc2scc(-c3ccccc3)c2c(=O)[nH]1	-48	2	6	2	108	2	102	/	-1.7	3
COc1ccc(-c2n[nH]c(C)c2-c2ccc(OC)c(OC)c2)c(O)c1	-37	7	3	3	32	-3	44	-41	-6.7	1
Nc1c(S(=O)(=O)c2cccc(Cl)c2)c2nc3ccccc3nc2n1/N=C/c1ccc(O)c(O)c1	-10	4	9	-5	1.5*	-32	1.1*	20	-6.3	-3
